TEAD-YAP inh: TEAD-YAP interaction inhibition, primary screen, TEAD-YAP interaction inhibitor project, luminescence, HEK-TIYL cells | AID 1259422, 2018 | 1.4% of 640,000 active | TEAD-Gal4/YAP UAS-luciferase luminescence | inhibition, % at 9.12 µM; in the data active = inhibition above about 32%;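 also: 0% = median of test compound wells and 100% = reference inhibitor wells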
MITF primary: MITF inhibitors, primary screen, biochemical, AlphaScreen, human; 0.91% of 650,000 active; Microphthalmia-associated transcription factor (Homo sapiens), O75030; inhibition, % at 2.6 µM; AlphaScreen MITF homodimerization, bead proximity signal; in the data active = inhibition above about 50%;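 also: 0% = vehicle wells with protein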
Target sequence (O75030 whole entry, looked up): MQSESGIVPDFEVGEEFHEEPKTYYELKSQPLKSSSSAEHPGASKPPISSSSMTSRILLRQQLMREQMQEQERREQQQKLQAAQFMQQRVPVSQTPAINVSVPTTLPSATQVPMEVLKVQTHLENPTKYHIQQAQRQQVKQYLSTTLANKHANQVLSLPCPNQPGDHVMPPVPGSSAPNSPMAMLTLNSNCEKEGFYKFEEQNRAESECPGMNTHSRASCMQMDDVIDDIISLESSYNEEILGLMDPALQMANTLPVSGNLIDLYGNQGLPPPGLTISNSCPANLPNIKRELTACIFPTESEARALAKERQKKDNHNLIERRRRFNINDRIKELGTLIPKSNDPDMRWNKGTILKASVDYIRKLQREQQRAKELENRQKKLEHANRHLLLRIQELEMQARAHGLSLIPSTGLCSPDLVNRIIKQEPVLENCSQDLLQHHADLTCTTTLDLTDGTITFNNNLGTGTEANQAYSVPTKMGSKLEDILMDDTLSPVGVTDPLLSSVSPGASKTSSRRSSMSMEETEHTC
GPR151 activ: activators of human GPR151, primary screen, cell-based, PathHunter beta-arrestin, luminescence; 1% of 650,000 active; G-protein coupled receptor 151 (Homo sapiens), Q8TDV0; activation, % at 11.2 µM; AID 1508602, 2020; PathHunter beta-arrestin GPR151 cells; in the data active = activation above about 4.9%;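 also: 0% = median of compound wells and 100% = cells with positive control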
Target sequence (Q8TDV0 whole entry, looked up): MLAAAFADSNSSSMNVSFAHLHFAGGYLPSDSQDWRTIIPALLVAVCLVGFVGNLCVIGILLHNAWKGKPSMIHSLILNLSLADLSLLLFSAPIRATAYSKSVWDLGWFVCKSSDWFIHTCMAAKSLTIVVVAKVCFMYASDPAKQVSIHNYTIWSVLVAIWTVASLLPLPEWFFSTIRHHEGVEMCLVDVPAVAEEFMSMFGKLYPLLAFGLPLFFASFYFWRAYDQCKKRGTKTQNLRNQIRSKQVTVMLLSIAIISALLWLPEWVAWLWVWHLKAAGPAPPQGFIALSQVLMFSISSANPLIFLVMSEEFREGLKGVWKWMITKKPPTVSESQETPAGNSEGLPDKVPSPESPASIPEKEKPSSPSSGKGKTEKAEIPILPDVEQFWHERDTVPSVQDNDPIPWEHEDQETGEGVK
FBW7 act: FBW7 E3 ligase activators, primary screen, biochemical, AlphaScreen, human. 0.13% of 650,000 active. AID 1259310, 2017. AlphaScreen FBW7–phospho-cyclin E peptide binding, activator screen. F-box/WD repeat-containing protein 7 (Homo sapiens), Q969H0. normalized activity (activation), % at 26.1 µM; in the data active = normalized activity above about 1.9%;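 also: purified mutant Fbw7 with reduced substrate affinity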
* marks the source's active call; other numbers are inactive results.

`CN(CCc1cnn(C)c1)Cc1c(C(=O)N2CCCCC2)nc2sccn12` gave TEAD-YAP inh 1, MITF primary -5, GPR151 activ 1.7 and FBW7 act 0.0.
Screening CC1CCN(CC(=O)N2c3ccccc3C(C)(c3ccc(Cl)cc3)CC2(C)C)CC1 (stereo unspecified) returned TEAD-YAP inh 5, MITF primary 7, GPR151 activ 2.3 and FBW7 act -0.1.
For CCOC(=O)n1c(SCC(=O)N(C)C)nc2ccccc21 the results were TEAD-YAP inh 4, MITF primary -3, GPR151 activ -0.9 and FBW7 act 0.3.
CC1=C(C(=O)OCC2CCCO2)C(c2ccc(C(F)(F)F)cc2)C2=C(CC(c3cccs3)CC2=O)N1 (stereo unspecified) was read as TEAD-YAP inh 11, MITF primary 4, GPR151 activ 0.7 and FBW7 act 0.0.
For CCCCC1(C(=O)OC)NC(c2ccc(O)cc2)C2C(=O)N(c3ccc(C)cc3)C(=O)C21 (stereo unspecified) the results were TEAD-YAP inh 13, MITF primary 3, GPR151 activ -0.4 and FBW7 act -0.1.
Screening N/C(=N\OC(=O)C12CC3CC(CC(C3)C1)C2)c1ccc(Cl)cc1 returned TEAD-YAP inh 8, MITF primary -7, GPR151 activ 0.1 and FBW7 act -0.1.
`O=C(c1ccc(S(=O)(=O)c2cccc(Cl)c2)c([N+](=O)[O-])c1)N1CCOCC1` gave TEAD-YAP inh 32*, MITF primary 0, GPR151 activ 1.7 and FBW7 act -0.1.
For O=C(Nc1cccc(-n2cccn2)c1)C1CCCN(Cc2cccc3c2OCO3)C1 (stereo unspecified) the results were TEAD-YAP inh 8, MITF primary 1, GPR151 activ -1.1 and FBW7 act 0.1.
`CCOC(=O)C1=C(c2ccccc2)OC(N)=C(C#N)C1c1ccc(Cl)c([N+](=O)[O-])c1` (stereo unspecified) gave TEAD-YAP inh -5, MITF primary 15, GPR151 activ -1.8 and FBW7 act 0.2.
CCOC(=O)N1CCN(C(=O)COc2cc(C)c(Br)c(C)c2)CC1 was read as TEAD-YAP inh -4, MITF primary 13, GPR151 activ -0.1 and FBW7 act 0.0.
Screening CCN1CCN(c2nc3c(c(=O)[nH]c(=O)n3C)n2CCC(C)C)CC1 returned TEAD-YAP inh 4, MITF primary 16, GPR151 activ 0.7 and FBW7 act 0.6.
CN(C(=O)/C=C/c1ccccc1)C1CCCCC1 was read as TEAD-YAP inh -44, MITF primary -13, GPR151 activ -1.6 and FBW7 act 0.0.
COc1ccc(OCCCN2C(=O)C(=O)c3cccc(C)c32)cc1 was read as TEAD-YAP inh 0, MITF primary -9, GPR151 activ -0.1 and FBW7 act -0.1.
Screening CCCCCOC(=O)C1=C(C)Nc2nnnn2C1c1ccc(OC)cc1 (stereo unspecified) returned TEAD-YAP inh 10, MITF primary 3, GPR151 activ 0.2 and FBW7 act 0.0.
Screening Cc1ccc(C)c(C(=O)COc2ccc(C#N)cc2)c1 returned TEAD-YAP inh 11, MITF primary -2, GPR151 activ -0.7 and FBW7 act -0.1.
For Cc1c(C(=O)c2ccccc2)c2cc(O)ccc2n1-c1cccc(Br)c1 the results were TEAD-YAP inh -14, MITF primary 16, GPR151 activ -0.1 and FBW7 act 0.2.
CCOC(=O)c1cc(S(=O)(=O)Nc2ccc(OC)cc2)cn1C was read as TEAD-YAP inh 8, MITF primary 17, GPR151 activ 0.5 and FBW7 act 0.0.
`O=C(CSc1nnc(-c2ccccc2)c(-c2ccccc2)n1)N1c2ccccc2Sc2ccc(Cl)cc21` gave TEAD-YAP inh -3, MITF primary 6, GPR151 activ 0.5 and FBW7 act -0.1.
Screening O=C(c1ccc(Br)s1)N1CCC2(CC1)CC(O)(c1nccs1)CO2 (stereo unspecified) returned TEAD-YAP inh 12, MITF primary 3, GPR151 activ 1.0 and FBW7 act 0.0.
`C=CCSC1=NC(c2ccccc2Cl)C=C(c2ccccc2)N1` (stereo unspecified) gave TEAD-YAP inh -3, MITF primary 1, GPR151 activ 1.3 and FBW7 act -0.1.
Screening Cc1cccc(N2CC(O)(c3cccc([N+](=O)[O-])c3)[N+]3=C2CCCC3)c1 (stereo unspecified) returned TEAD-YAP inh 6, MITF primary 9, GPR151 activ 2.1 and FBW7 act -0.1.
Cc1ccc(S(=O)(=O)N2CCN(c3ccc([N+](=O)[O-])c(NC4CC4)c3)CC2)cc1 was read as TEAD-YAP inh -7, MITF primary -2, GPR151 activ -0.7 and FBW7 act 0.1.
Screening CCCNc1nc(-c2c(C)noc2C)nc2c1ncn2Cc1ccc(C(F)(F)F)cc1 returned TEAD-YAP inh 9, MITF primary 14, GPR151 activ -0.2 and FBW7 act 0.3.
Screening O=C(CSc1nnc(C2COc3ccccc3O2)o1)N1CCCC1 (stereo unspecified) returned TEAD-YAP inh -19, MITF primary 21, GPR151 activ -0.5 and FBW7 act 0.1.
Screening COC(=O)C1=C(C)Nc2ncnn2C1c1cc(I)ccc1OC (stereo unspecified) returned TEAD-YAP inh 18, MITF primary 17, GPR151 activ -1.3 and FBW7 act 0.1.
`Cc1cccc(N2CCN(C(=O)c3c(-c4c(Cl)cccc4Cl)noc3C)CC2)c1C` gave TEAD-YAP inh 0, MITF primary -6, GPR151 activ -0.7 and FBW7 act -0.2.
`Cc1ccccc1-n1c(=S)sc2c(=O)n(-c3ccccc3F)c(SCc3cc(=O)n4cc(Cl)ccc4n3)nc21` gave TEAD-YAP inh 9, MITF primary 17, GPR151 activ 0.2 and FBW7 act 0.1.
`COc1ccc([N+](=O)[O-])cc1NC(=O)C1CC(=O)N=C(N)S1` (stereo unspecified) gave TEAD-YAP inh 0, MITF primary 10, GPR151 activ -0.6 and FBW7 act 0.3.
`CCc1nc(SCC(=O)Nc2nnc(C)s2)c2c(C)c(C)sc2n1` gave TEAD-YAP inh -8, MITF primary -11, GPR151 activ -0.4 and FBW7 act 0.0.
For CCOc1ccccc1C1C(C(N)=O)=C(C)Nc2nc(-c3cccc(C)c3)nn21 (stereo unspecified) the results were TEAD-YAP inh 1, MITF primary 0, GPR151 activ -1.0 and FBW7 act -0.1.
Screening CC(=O)OC(OC(C)=O)C12C=CC(O1)C1C(=O)N(c3ccc(Cl)cc3Cl)C(=O)C12 (stereo unspecified) returned TEAD-YAP inh -8, MITF primary -11, GPR151 activ -0.5 and FBW7 act 0.1.
`Cc1ccccc1C(=O)NNC(=O)COc1ccccc1` gave TEAD-YAP inh 9, MITF primary 1, GPR151 activ 2.8 and FBW7 act -0.1.
O=C(/C=C/c1ccccc1)Nc1ccc(C(=O)N2CCOCC2)cc1 was read as TEAD-YAP inh -16, MITF primary -7, GPR151 activ 1.0 and FBW7 act 0.3.
`Cc1ccsc1/C=C1/NC(=O)N(Cc2ccc(F)cc2)C1=O` gave TEAD-YAP inh -2, MITF primary -20, GPR151 activ -0.7 and FBW7 act 0.1.
For CCCCSc1nc2sc3c(c2c(=O)n1Cc1ccccc1)CCC3 the results were TEAD-YAP inh 3, MITF primary 3, GPR151 activ 0.9 and FBW7 act -0.2.
CCCn1c(SCC(=O)N2CCCc3ccccc32)nnc1-c1ccccn1 was read as TEAD-YAP inh 9, MITF primary 12, GPR151 activ 0.4 and FBW7 act 0.1.
CCOC(=O)c1ccccc1NC(=O)C(Cc1ccccc1)N1C(=O)c2ccccc2C1=O (stereo unspecified) was read as TEAD-YAP inh 6, MITF primary 10, GPR151 activ 0.8 and FBW7 act -0.1.
`CCOC(=O)c1ccc(NS(=O)(=O)c2cc(Br)cnc2N)cc1` gave TEAD-YAP inh 3, MITF primary 3, GPR151 activ 1.1 and FBW7 act 0.0.
COc1ccc(C(=O)N/N=C(/C)c2ccc(OC)cc2OC)cc1 was read as TEAD-YAP inh -31, MITF primary 4, GPR151 activ 1.2 and FBW7 act -0.1.
Screening O=C(/C=C/c1cccs1)NCCCCNC(=O)/C=C/c1cccs1 returned TEAD-YAP inh -55, MITF primary -5, GPR151 activ -1.3 and FBW7 act -0.3.
`CCOC(=O)N1CCC(N(CCOC)C(=S)Nc2ccccc2Cl)CC1` gave TEAD-YAP inh -1, MITF primary 8, GPR151 activ 0.1 and FBW7 act 0.2.
`CSc1cccc(NC2c3ccccc3C(=O)N2c2cccnc2)c1` (stereo unspecified) gave TEAD-YAP inh 0, MITF primary 8, GPR151 activ -1.3 and FBW7 act 0.2.
For FC(F)(F)c1nnc2ccc(NCc3ccccc3)nn12 the results were TEAD-YAP inh 2, MITF primary -7, GPR151 activ -0.6 and FBW7 act 0.0.
Screening C=CCNC(=O)COc1ccc(C#N)cc1OC returned TEAD-YAP inh -6, MITF primary -1, GPR151 activ 0.6 and FBW7 act 0.2.
Screening CCOc1ccc(NC(=O)COc2ccc(Cl)c(C)c2)cc1 returned TEAD-YAP inh 4, MITF primary 0, GPR151 activ -0.9 and FBW7 act 0.7.
`Cc1ccc(NS(=O)(=O)c2cc3c(cc2C)N(C)CCO3)cc1F` gave TEAD-YAP inh 3, MITF primary -1, GPR151 activ 0.6 and FBW7 act -0.1.
Screening CC1CCN(c2cc(N3CCC(C)CC3)c([N+](=O)[O-])cc2/C=C(\C#N)c2nn(CCO)c(N)c2C#N)CC1 returned TEAD-YAP inh 8, MITF primary 3, GPR151 activ 1.3 and FBW7 act -0.1.
Screening Cc1nc2ccc(S(=O)(=O)N(C)CC(=O)NC3CCCCC3)cc2s1 returned TEAD-YAP inh 3, MITF primary 4, GPR151 activ 0.8 and FBW7 act -0.1.
`CCC(=O)Nc1ccc(-c2cn3c(C)csc3n2)cc1` gave TEAD-YAP inh -14, MITF primary -3, GPR151 activ -1.9 and FBW7 act 0.1.
`COC(=O)C(=O)Nc1nnc(C2CCCCC2)s1` gave TEAD-YAP inh -4, MITF primary 67*, GPR151 activ -0.8 and FBW7 act -0.1.

Two successive entries out of the list so far, quoted:
`CCC(=O)Nc1ccc(-c2cn3c(C)csc3n2)cc1` gave TEAD-YAP inh -14, MITF primary -3, GPR151 activ -1.9 and FBW7 act 0.1.
`COC(=O)C(=O)Nc1nnc(C2CCCCC2)s1` gave TEAD-YAP inh -4, MITF primary 67*, GPR151 activ -0.8 and FBW7 act -0.1.

(continued)
COc1ccc(S(=O)(=O)Nc2ccc(C(F)(F)F)cc2)cc1Cl was read as TEAD-YAP inh 13, MITF primary 23, GPR151 activ -0.5 and FBW7 act 0.6.
For O=C(Nc1ccccc1)c1n[nH]n(-c2ccccc2)c1=O the results were TEAD-YAP inh -1, MITF primary 12, GPR151 activ -5.4 and FBW7 act 0.0.
For C#Cc1cccc(NC(=O)c2cc(NC(=O)C(C)(C)C)cc(NC(=O)C(C)(C)C)c2)c1 the results were TEAD-YAP inh 10, MITF primary 13, GPR151 activ 0.1 and FBW7 act 0.0.
Screening CCC(C)c1ccc(NC(=O)N(C)C)cc1 (stereo unspecified) returned TEAD-YAP inh -16, MITF primary -7, GPR151 activ 1.1 and FBW7 act -0.4.
For O=C1/C(=C/c2cccs2)SC(=S)N1Cc1ccco1 the results were TEAD-YAP inh 5, MITF primary 2, GPR151 activ 1.1 and FBW7 act -0.1.
Cc1cc(NS(=O)(=O)c2ccc(NC(=O)COc3ccc(Cl)cc3C)cc2)no1 was read as TEAD-YAP inh -16, MITF primary 8, GPR151 activ -2.1 and FBW7 act 0.1.
Screening Cc1nc2c(C(F)(F)F)cccc2c2c1CCS2 returned TEAD-YAP inh -1, MITF primary -6, GPR151 activ 0.0 and FBW7 act 0.2.
Cc1c(CNCCc2c[nH]c3ccccc23)c(C(=O)O)c(C)n1Cc1ccccc1F was read as TEAD-YAP inh 3, MITF primary 18, GPR151 activ -1.1 and FBW7 act -0.1.
For N=c1c(C(=O)NC2CCCC2)cc2c(=O)n3ccccc3nc2n1Cc1cccnc1 the results were TEAD-YAP inh -4, MITF primary 1, GPR151 activ 0.0 and FBW7 act 0.0.
O=C(O)c1cnc2ccccc2c1 was read as TEAD-YAP inh 4, MITF primary 10, GPR151 activ 0.5 and FBW7 act 0.1.
Screening C/C(=N\NC(=O)c1ccccc1[N+](=O)[O-])c1c(O)cc(C)oc1=O returned TEAD-YAP inh 9, MITF primary 18, GPR151 activ -0.1 and FBW7 act 0.1.

Filtered by structure, those above with an aryl thioether with sulfur outside any ring
For CCOC(=O)n1c(SCC(=O)N(C)C)nc2ccccc21 the results were TEAD-YAP inh 4, MITF primary -3, GPR151 activ -0.9 and FBW7 act 0.3.
`O=C(CSc1nnc(-c2ccccc2)c(-c2ccccc2)n1)N1c2ccccc2Sc2ccc(Cl)cc21` gave TEAD-YAP inh -3, MITF primary 6, GPR151 activ 0.5 and FBW7 act -0.1.
Screening O=C(CSc1nnc(C2COc3ccccc3O2)o1)N1CCCC1 (stereo unspecified) returned TEAD-YAP inh -19, MITF primary 21, GPR151 activ -0.5 and FBW7 act 0.1.
`Cc1ccccc1-n1c(=S)sc2c(=O)n(-c3ccccc3F)c(SCc3cc(=O)n4cc(Cl)ccc4n3)nc21` gave TEAD-YAP inh 9, MITF primary 17, GPR151 activ 0.2 and FBW7 act 0.1.
`CCc1nc(SCC(=O)Nc2nnc(C)s2)c2c(C)c(C)sc2n1` gave TEAD-YAP inh -8, MITF primary -11, GPR151 activ -0.4 and FBW7 act 0.0.
For CCCCSc1nc2sc3c(c2c(=O)n1Cc1ccccc1)CCC3 the results were TEAD-YAP inh 3, MITF primary 3, GPR151 activ 0.9 and FBW7 act -0.2.
CCCn1c(SCC(=O)N2CCCc3ccccc32)nnc1-c1ccccn1 was read as TEAD-YAP inh 9, MITF primary 12, GPR151 activ 0.4 and FBW7 act 0.1.
`CSc1cccc(NC2c3ccccc3C(=O)N2c2cccnc2)c1` (stereo unspecified) gave TEAD-YAP inh 0, MITF primary 8, GPR151 activ -1.3 and FBW7 act 0.2.

Assay outcomes: PubChem BioAssay, The Scripps Research Institute Molecular Screening Center
